Assay outcomes (PubChem BioAssay)
INS-1E GSIS act – GLuc luminescence reporter in INS-1E cells, primary screen for activators of glucose-dependent secretion of insulin; INS-1E GLuc reporter insulin secretion, 2-3 h; activation, % at 16.6 µM; hit rate 0.61% among 370,000; AID 743287, 2014;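 active means lowest replicate activation of at least 40%, so every replicate reaches that level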;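 further: 0% = median of neutral control wells and 100% = median of IBMX positive control wells; some compounds called inactive have numbers as strong as hits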
Cneo AK release – Cryptococcus neoformans cell lysis inducers, primary screen, AK release luminescence, single concentration. hit rate 0.2% among 360,000. lysis activity, % at 15 µM. C. neoformans lysis, adenylate kinase release luminescence, 4 h; normalised: neutral wells 0, clomiphene wells 100. AID 651654, 2012;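 active means mean lysis activity across replicates of at least 80%, whatever share of replicates individually reach that level; inactive means mean lysis activity below 80%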
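Test system: log-phase Cryptococcus neoformans yeast cells; Quantity: yeast cell density of 5 × 10^6 cells/mL; Buffer or medium: YPD; Doses: single compound concentration per well; Timing: 4 h at 37 °C static, read 1 h later; Measured by: AK luminescence; Read-out basis: lysis from increased AK signal; Control set: Clomiphene as positive control.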
PGC1a acetyl inh – inhibitors of PGC1a acetylation signal, primary screen, cell-based, U2OS, AlphaScreen, inhibitor mode; AID 651687, 2012; hit rate 0.17% among 350,000; AlphaScreen anti-acetyl-lysine; with virally co-expressed GCN5 acetyltransferase; inhibition, % at 15.6 µM;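 active means every replicate shows inhibition of at least 40%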;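 further: 0% = neutral control wells and 100% = positive control wells; some results beyond the cut were filed as inactive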
FN deposition inh – inhibitors of fibronectin matrix deposition, primary screen, AH1F cells, Alexa488-fibronectin fluorescence, plate reader; AH1F fibroblasts, overnight; inhibition, % at 12.6 µM; hit rate 0.086% among 350,000;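 active means mean inhibition across replicates of 30% or more, regardless of how many single replicates reach that level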;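 further: positive control wells lacked labelled fibronectin entirely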
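Material: AH1F fibroblast monolayer depositing Alexa488-labelled fibronectin into matrix | Input: 10000 AH1F cells/well | Medium: DMEM plus 2% serum, read in PBS | Reagent: Alexa488-fibronectin, 24 nM final in well | Compound dosing: One dose per compound, pinned | Schedule: 1 h adhesion, overnight exposure | Measured by: Fluorescence at 485 nm excitation, 525 nm emission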
Statin myotox sup – suppressors of statin myotoxicity in C2C12 myotubes, primary screen, cell-based, single point, plate reader; rescue of ATP level, % at 7.49 µM; hit rate 0.78% among 330,000; AID 602340, 2012; C2C12 myotubes + simvastatin, ATP luminescence, 48 h; scaled: DMSO 0, geranylgeraniol control 100;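 active means mean ATP rescue above about 67%, or every replicate alone reaching that limit, limit read from the data, passing the limit was not always enough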;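 further: myotubes were challenged with 10 µM simvastatin during compound exposure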
CFTR F508del cor – F508del CFTR correction, initial screen, CFBE line, single point; CFBE cells, YFP halide quenching; stimulated with forskolin plus potentiator P3; % fluorescence drop versus neutral controls; activity (quench increase), % at 7.58 µM; hit rate 0.36% among 350,000; AID 720511, 2013;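 active means mean added fluorescence quench of at least 8% versus neutral control, with both replicates also reaching 8%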;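 further: cells transiently co-express mutant CFTR-F508del with the halide-sensitive YFP; corrector assay measuring rescue of mutant channel to the surface after 24 h compound exposure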
PglD inh – C. jejuni PglD acetyltransferase inhibitors, primary screen, biochemical, DTNB colorimetric, single point; AID 602405, 2012; purified PglD enzyme, DTNB colorimetric CoA detection; inhibition, % at 12.5 µM; hit rate 0.098% among 360,000; UDP-N-acetylbacillosamine N-acetyltransferase PglD (Campylobacter jejuni); in the data active means inhibition above about 16%, passing the limit was not always enough; further: strong numbers were not always called active
miR-122 sensor – miR-122 Renilla sensor signal increase in Huh7, primary screen, miR-122 inhibitor project, cell-based, single point, plate reader | hit rate 0.3% among 340,000 | activation (reporter increase), % at 12.5 µM | AID 602342, 2012 | Huh7 miR-122 Renilla luciferase sensor, 48 h; neutral wells = 0, positive control = 100;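 active means mean replicate activation score at least 90 and every replicate individually at or above 90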;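 further: higher luciferase means less miR-122 activity so hits act as miR-122 inhibitors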
* marks the source's active call; other numbers are inactive results; . = not tested or not shown; & = joins results of further samples; [ ] = dose if it differs, or a comment. Rows are unselected. Share with any hit: about 2.1%.

SMILES | INS-1E GSIS act | Cneo AK release | PGC1a acetyl inh | FN deposition inh | Statin myotox sup | CFTR F508del cor | PglD inh | miR-122 sensor
COc1ccc2c(c1)CC=C1C2CCC2(C)C(=O)C(=NO)CC12 (stereo not given) | 3 | . | 31 | 12 | -9 | -1.1 | . | -6
CCC(CC)c1nnc(NC(=O)C2CC(=O)N(CCc3ccc(OC)c(OC)c3)C2)s1 (stereo not given) | 15 | -1 | . | 0 | 5 | -0.2 | 5 | -5
COc1ccc(OC)c(NC(=O)C(C)Oc2ccc(Br)cc2)c1 (stereo not given) | -24 | . | 12 | -3 | . | 1.6 | . | -2
Cc1csc(N2CCCC2c2nc3cc(Cl)c(N4CCCCC4)cc3n2CCCO)n1 (stereo not given) | -25 | 1 | 0 | 15 | -8 | -0.8 | 6 | 0
O=C(NCC(=O)N1CC=C(c2ccccc2)CC1)c1ccc(F)cc1 | -12 | . | 6 | 0 | 2 | 5.8 | . | -3
Cc1ccccc1C(=O)Nc1cccc(NC(=O)c2cccnc2)c1 | -7 | 0 | . | 5 | -14 | -1.4 | -4 | -4
Nc1c(C(=O)CSc2nnnn2-c2ccccc2)c(=O)[nH]c(=O)n1C1CC1 | 7 | 0 | 11 | -2 | -17 | 1.3 | 1 | -4
COc1ccc(S(=O)(=O)N(C)C[C@@H]2Oc3c(NS(=O)(=O)c4ccc(F)cc4)cccc3C(=O)N([C@H](C)CO)C[C@H]2C)cc1 | 11 | 59 | 4 | . | -3 | 1.5 | -3 | 9[16.7 µM]
CN1C(=O)c2cc(NS(C)(=O)=O)ccc2OC[C@@H]2O[C@H](CC(=O)N3CCOCC3)CC[C@@H]21 | 5 | -2 | . | -1 | -2 | . | 3 | .
O=C(NCc1ccc(F)cc1)c1cccnc1C(=O)O | . | -3 | . | -1 | -4 | 1.0 | -2 | -1
Cn1c(=O)c2c(nc(CN3CCC(C(N)=O)CC3)n2Cc2ccccc2Cl)n(C)c1=O | . | 0 | -8 | 5 | -3 | . | 5 | -6
CCn1c(NC(=S)Nc2ccccc2)nc2ccccc21 | . | 1 | -28 | 1 | -13 | . | 0 | -6
O=C(C[C@H]1CC[C@@H]2[C@H](COC[C@H](O)CN2S(=O)(=O)c2ccc(F)cc2)O1)N[C@H]1CCN(Cc2ccccc2)C1 | -12 | 4 | 0 | -9 | -4 | -1.2 | -2 | -10[16.7 µM]
C[C@@H]1CC[C@@]2(OC1)O[C@H]1C[C@H]3[C@@H]4CC=C5C[C@@H](O)[C@H](O)C[C@]5(C)C4CC[C@]3(C)[C@H]1[C@@H]2C (stereo not given in full) | -4 | -3 | . | 7 | -21 | 2.0 | 8 | .
CNC(=S)NC1CC2CCCC(C1)N2Cc1ccc(C)cc1 (stereo not given) | 27 | 0 | . | -2 | 1 | -1.7 | -5 | 3

Copied from above, nine compounds:
SMILES | INS-1E GSIS act | Cneo AK release | PGC1a acetyl inh | FN deposition inh | Statin myotox sup | CFTR F508del cor | PglD inh | miR-122 sensor
Nc1c(C(=O)CSc2nnnn2-c2ccccc2)c(=O)[nH]c(=O)n1C1CC1 | 7 | 0 | 11 | -2 | -17 | 1.3 | 1 | -4
COc1ccc(S(=O)(=O)N(C)C[C@@H]2Oc3c(NS(=O)(=O)c4ccc(F)cc4)cccc3C(=O)N([C@H](C)CO)C[C@H]2C)cc1 | 11 | 59 | 4 | . | -3 | 1.5 | -3 | 9[16.7 µM]
CN1C(=O)c2cc(NS(C)(=O)=O)ccc2OC[C@@H]2O[C@H](CC(=O)N3CCOCC3)CC[C@@H]21 | 5 | -2 | . | -1 | -2 | . | 3 | .
O=C(NCc1ccc(F)cc1)c1cccnc1C(=O)O | . | -3 | . | -1 | -4 | 1.0 | -2 | -1
Cn1c(=O)c2c(nc(CN3CCC(C(N)=O)CC3)n2Cc2ccccc2Cl)n(C)c1=O | . | 0 | -8 | 5 | -3 | . | 5 | -6
CCn1c(NC(=S)Nc2ccccc2)nc2ccccc21 | . | 1 | -28 | 1 | -13 | . | 0 | -6
O=C(C[C@H]1CC[C@@H]2[C@H](COC[C@H](O)CN2S(=O)(=O)c2ccc(F)cc2)O1)N[C@H]1CCN(Cc2ccccc2)C1 | -12 | 4 | 0 | -9 | -4 | -1.2 | -2 | -10[16.7 µM]
C[C@@H]1CC[C@@]2(OC1)O[C@H]1C[C@H]3[C@@H]4CC=C5C[C@@H](O)[C@H](O)C[C@]5(C)C4CC[C@]3(C)[C@H]1[C@@H]2C (stereo not given in full) | -4 | -3 | . | 7 | -21 | 2.0 | 8 | .
CNC(=S)NC1CC2CCCC(C1)N2Cc1ccc(C)cc1 (stereo not given) | 27 | 0 | . | -2 | 1 | -1.7 | -5 | 3

More entries.
SMILES | INS-1E GSIS act | Cneo AK release | PGC1a acetyl inh | FN deposition inh | Statin myotox sup | CFTR F508del cor | PglD inh | miR-122 sensor
O=C(CCN1CCOCC1)c1ccc(N2CCCCC2)cc1 | 51* | -2 | 12 | -4 | 1 | -0.9 | -2 | 0
C[C@H](CO)N1C[C@H](C)[C@@H](CN(C)Cc2ccc(C(=O)Nc3ccccc3N)cc2)Oc2ccc(NC(=O)CCN3CCOCC3)cc2CC1=O | 7 | 1 | -16 | . | -15 | -1.8 | 9 | -3[16.7 µM]
O=C(CSc1nc(-c2ccccc2)nc2ccccc12)Nc1nccs1 | 95 | 1 | 12 | -2 | -62 | . | -3 | 2
Cc1ccc(-c2nnn(CC(=O)Nc3ccc(S(=O)(=O)N4CCC(C)CC4)cc3)n2)cc1 | . | 1 | -26 | . | -2 | . | 2 | -25
Cc1ccc(S(=O)(=O)N2CCc3ccccc3C2)cc1C | 11 | 1 | -9 | 1 | -2 | 0.5 | 1 | 0
COc1ccccc1CNC(c1ccccc1)c1ccccc1 | 7 | 1 | 5 | 8 | 21 | 3.2 | 0 | -5
COc1ccc([C@H]2CC(=O)C=C(c3ccc(-c4ccccc4)cc3)C2)cc1OC | 3 | 0 | . | -3 | -4 | 4.0 | 1 | .
O=C(O)C1CCCCC1C(=O)Nc1cnn(Cc2ccccc2)c1 (stereo not given) | . | -2 | -6 | . | 7 | . | 6 | 0
COc1cccc(-c2noc(CCCC(=O)N3CCOCC3)n2)c1 | 33 | . | 3 | -4 | 4 | -0.5 | . | 0
CCSC1=C(C#N)C2(CCCCC2)C(C#N)=C(N)N1 | 0 | -10 | 39 | . | . | . | 8 | 9
CC(C)c1cc(C(=O)O)n[nH]1 | . | 0 | 0 | . | 3 | . | 4 | 143*
C[C@H]1CN([C@@H](C)CO)S(=O)(=O)c2ccc(C#CC3CC3)cc2O[C@H]1CN(C)C(=O)c1cccnc1 | 2&-6 | -1&55&57 | -8&-3 | -8&2 | 10&8&6 | -0.6&-1.6&2.3 | 2&2&-2 | -2
C[C@H]1CN([C@@H](C)CO)C(=O)c2cc(C#CCN(C)C)cnc2O[C@H]1CN(C)Cc1ccc(C(=O)O)cc1 | 9 | -1 | -6 | . | 19 | . | 7 | 4[16.7 µM]
Cc1noc(C)c1NC(=O)N(C)C[C@@H]1Oc2ccc(NC(=O)C3CC3)cc2CC(=O)N([C@H](C)CO)C[C@@H]1C | 9 | 107* | 10 | . | 8 | 0.2 | -6 | 10[16.7 µM]
Cc1ccccc1-c1cnc2c(c1)C(=O)N([C@@H](C)CO)C[C@H](C)[C@H](CN(C)C(=O)CC1CC1)O2 | -11 | . | 10 | -4 | -5 | -1.0 | . | 13[16.7 µM]
CN1CCN(S(=O)(=O)c2ccc(C(=O)NC3CCCCC3)cc2)CC1 | 6 | 5 | 5 | 2 | -1 | 2.8 | 6 | 0
Cn1[nH]c(CSc2ccc(Cl)cc2)cc1=O | -12 | . | -8 | -24 | . | 4.4 | . | .
CCSc1nc2ccccc2c(=O)n1Cc1ccc(F)cc1 | 25 | . | -6 | 4 | . | -2.4 | . | .
S=C(Nc1ccccc1Cl)N1CCN(Cc2ccccc2)CC1 | -1 | -2 | -10 | 2 | 5 | . | 5 | 42
CC(C)NC(=O)N(C)C[C@H]1Oc2c(NS(=O)(=O)c3ccccc3)cccc2C(=O)N([C@H](C)CO)C[C@@H]1C | 18&-2 | 2&-1 | -5&2 | 3&-7 | -29&3 | 1.1&1.0 | -2&1 | 15[16.7 µM]
O=C(C1CCCC1)N1CC(=O)N2[C@H](CO)[C@H](c3ccc(C#CCc4ccccc4)cc3)[C@H]2C1 | -2 | . | -2 | -17 | . | -1.7 | . | .
CCC(=O)N1C[C@@H](C)[C@@H](OC)CN(C)C(=O)c2ccc(NC(=O)c3cnccn3)cc2OC[C@H]1C | 2 | 56 | -7 | -5 | 9 | 0.2 | 13 | .
COC(=O)CNC(=O)C1CCN(c2nc(C)cc(C)n2)CC1 | 5 | 0 | 3 | 8 | 0 | . | -1 | -3
CC(=O)OC1COC(n2c(O)c(N=NC(N)=S)c3ccccc32)C(OC(C)=O)C1OC(C)=O (stereo not given) | -11 | 0 | -5 | 1 | -4 | 0.5 | 3 | -11
CN1CCN(C(=O)C[C@@H]2CC[C@H]3[C@@H](COC[C@H](O)CN3Cc3cccc(F)c3)O2)CC1 | 10 | 41 | 0 | -16 | 7 | 0.3 | -3 | -1[16.7 µM]
C[C@@H]1CN([C@H](C)CO)C(=O)c2cc(NC(=O)CCCN(C)C)ccc2O[C@@H](C)CCCCO[C@@H]1CN(C)C(=O)Nc1ccccc1 | 17 | -4 | 0 | -10 | . | -0.3 | 2 | 2[16.7 µM]
NC(=O)NC(CC(=O)NCc1ccc2c(c1)OCO2)c1ccccc1Cl (stereo not given) | 9 | 36 | . | 9 | 3 | -1.4 | 0 | .
NS(=O)(=O)c1ccc(NC(=O)CSc2nnc(-c3cnccn3)n2-c2ccccc2)cc1 | 3 | 1 | 7 | . | 1 | . | 2 | -4
COc1ccc(NC(=O)N(C)C[C@H]2Oc3c(NC(=O)C4CCCCC4)cccc3C(=O)N([C@H](C)CO)C[C@H]2C)cc1 | 0 | 1 | 3 | . | 51 | -1.0 | 3 | -1[16.7 µM]
CO[C@@H]1CN(C)C(=O)c2ccc(NS(C)(=O)=O)cc2OC[C@@H](C)N(C)C[C@H]1C | 5 | -10 | 8 | 11 | -5 | -1.8 | 2 | -7[16.7 µM]
Cc1ccc2c(cnn2C(=O)CCCC(=O)NC(C)c2ccccc2)c1 (stereo not given) | . | 1 | -3 | 2 | 0 | -2.2 | 0 | 1
CCOc1cc(/C=C2/C(=N)N3N=C(C)SC3=NC2=O)ccc1OS(=O)(=O)c1ccc(C)cc1 | 16 | 0 | . | -2 | 6 | -0.1 | 0 | .
C[C@@H]1CN([C@@H](C)CO)C(=O)CCCn2cc(nn2)CO[C@@H]1CN(C)Cc1ccc(C(=O)Nc2ccccc2N)cc1 | 5 | -3 | 4 | -9 | 19 | -2.0 | 1 | -2[16.7 µM]
COc1ccc(S(N)(=O)=O)cc1C(=O)NCC(C)(C)N1CCOCC1 | 60 | -2 | . | 11 | -4 | -3.5 | 2 | -5
